NCI-60 one-dose screen, 48 h, at 10 µM unless noted. Numbers give growth in % (100 = growth as untreated, 0 = no growth, -100 = all killed).
MDA-MB-435 – MDA-MB-435 melanoma. AID 1794794. 82,000 compounds, 7.8% hits
M14 – M14 melanoma | 80,000 compounds, 6.2% hits | AID 1794745
HOP-92 – HOP-92 NSCLC cells; 71,000 compounds, 6.3% hits
RPMI-8226 – RPMI-8226 leukemia cells; 77,000 compounds, 7.5% hits; AID 1794781
HOP-62 – HOP-62 NSCLC; AID 1794735; 80,000 compounds, 3.9% hits
EKVX – EKVX NSCLC | 71,000 compounds, 3% hits | AID 1794765
CCRF-CEM – CCRF-CEM leukemia | AID 1794778 | 77,000 compounds, 7% hits
A549/ATCC – A549/ATCC NSCLC; 81,000 compounds, 3.7% hits
Starred values were filed as active, the others as inactive; / = not tested or not shown; & = joins results of further samples. How the source made its calls: active means growth percent below 10; inactive means the rest.

SMILES	MDA-MB-435	M14	HOP-92	RPMI-8226	HOP-62	EKVX	CCRF-CEM	A549/ATCC
O=C(O)c1cccc2c1-c1ccc(Cl)cc1C2=O	99	112	131	100	106	101	98	96
COc1ccc(Oc2nc(Nc3ccc(N4CCOCC4)cc3)ncc2NC(=O)Nc2cccc(OC)c2)cc1	60	72	/	57	65	85	68	42
Cc1ccc(Cl)cc1NC(=O)c1cc2ccccc2cc1O	-7.3*	2.9*	-10*	-58*	-24*	4.4*	-22*	14
Nc1nc(C(=O)N/N=C/c2ccc(Cl)cc2)nn1-c1ccc(S(N)(=O)=O)cc1	102	103	90	104	100	102	112	102
COc1ccc([C@@H](OC)[C@@]2(Cc3ccc(O)cc3)N=C(N)N(C)C2=O)cc1	113	97	81	76	95	93	94	86
NC(=O)C1=C[C@H]2[C@H]3C=C[C@@]2(O)C(=O)O[C@@H]3O1	37	32	41	62	82	63	27	81
C/C(=N\Nc1ccc(C(=O)O)cc1)c1cnn(-c2cc(=O)[nH]c3ccc(C)cc23)c1C	101	96	6.1*	85	93	93	93	104
NC1C(N)C(N)C1N (stereo not drawn)	122	101	80	93	104	121	85	100
NCc1nnc(CCC(=O)c2nc3ncccc3[nH]2)o1	97	100	102	110	97	94	106	96
CCCCN(CCCC)C(=O)[C@H](CC)[C@@H]1CC[C@@H](C)[C@@H]([C@H](C)[C@@H](O)[C@@H](C)C(=O)[C@H](CC)C2O[C@]3(C=C[C@@H](O)[C@]4(CC[C@@](C)([C@H]5CC[C@](O)(CC)[C@H](C)O5)O4)O3)[C@H](C)C[C@@H]2C)O1 (stereo partly drawn)	4.5*	14	-26*	/	7.8*	-8.7*	/	9.1*
O=[N+]([O-])c1ccc(O)c(-c2nc3ccccc3s2)c1	71	83	-5.6*	51	89	84	77	84
O=[N+]([O-])c1ccc(-c2cc3c(Nc4ccc(OCc5cccc(F)c5)c(Cl)c4)ncnc3s2)cc1	92	77	82	/	95	78	69	51
C=CCC(N)C(=O)O (stereo not drawn)	112	110	/	100	108	113	94	108
COc1ccc(-c2nc3c(ncc4ccc(-c5ccccc5OC)nc43)s2)cc1	104	118	127	93	101	73	103	85
CCOc1ccc2c(S(=O)(=O)O)cccc2c1[N+](=O)[O-]	106&108	100&108	78&104	96&98	105&102	88&99	107&91	101&97

Not a retest: eleven of the compounds above.
SMILES	MDA-MB-435	M14	HOP-92	RPMI-8226	HOP-62	EKVX	CCRF-CEM	A549/ATCC
COc1ccc([C@@H](OC)[C@@]2(Cc3ccc(O)cc3)N=C(N)N(C)C2=O)cc1	113	97	81	76	95	93	94	86
NC(=O)C1=C[C@H]2[C@H]3C=C[C@@]2(O)C(=O)O[C@@H]3O1	37	32	41	62	82	63	27	81
C/C(=N\Nc1ccc(C(=O)O)cc1)c1cnn(-c2cc(=O)[nH]c3ccc(C)cc23)c1C	101	96	6.1*	85	93	93	93	104
NC1C(N)C(N)C1N (stereo not drawn)	122	101	80	93	104	121	85	100
NCc1nnc(CCC(=O)c2nc3ncccc3[nH]2)o1	97	100	102	110	97	94	106	96
CCCCN(CCCC)C(=O)[C@H](CC)[C@@H]1CC[C@@H](C)[C@@H]([C@H](C)[C@@H](O)[C@@H](C)C(=O)[C@H](CC)C2O[C@]3(C=C[C@@H](O)[C@]4(CC[C@@](C)([C@H]5CC[C@](O)(CC)[C@H](C)O5)O4)O3)[C@H](C)C[C@@H]2C)O1 (stereo partly drawn)	4.5*	14	-26*	/	7.8*	-8.7*	/	9.1*
O=[N+]([O-])c1ccc(O)c(-c2nc3ccccc3s2)c1	71	83	-5.6*	51	89	84	77	84
O=[N+]([O-])c1ccc(-c2cc3c(Nc4ccc(OCc5cccc(F)c5)c(Cl)c4)ncnc3s2)cc1	92	77	82	/	95	78	69	51
C=CCC(N)C(=O)O (stereo not drawn)	112	110	/	100	108	113	94	108
COc1ccc(-c2nc3c(ncc4ccc(-c5ccccc5OC)nc43)s2)cc1	104	118	127	93	101	73	103	85
CCOc1ccc2c(S(=O)(=O)O)cccc2c1[N+](=O)[O-]	106&108	100&108	78&104	96&98	105&102	88&99	107&91	101&97

Next compounds follow.
SMILES	MDA-MB-435	M14	HOP-92	RPMI-8226	HOP-62	EKVX	CCRF-CEM	A549/ATCC
C/C(=N\NS(=O)(=O)c1ccc(C)cc1)c1ccncc1	102	109	/	91	110	99	108	95
CCCc1cccc(N)c1O	100	103	/	106	106	91	96	97
Brc1ccc2[nH]cc(-c3nn4cc(-c5cccnc5)nc4s3)c2c1	73	71	46	58	79	62	46	65
CCCCCCCCCCCCCCCCCCOc1ccccc1CC(=O)OCC[N+](C)(C)C	32	6.2*	-14*	41	4.9*	47	5.2*	12
Cn1c2c(c3ccccc31)CCCC2	103&111	97&108	109&89	97&109	88&108	96&109	92&101	104&110
O=C1Cc2ccccc2C(=O)N1	99	95	50	49	85	99	41	86
CC1=C(C(=O)OCc2ccccc2)C(c2ccc3c(c2)OCO3)NC(=S)N1C (stereo not drawn)	100	101	82	89	92	101	99	91
CCc1ccc(-c2ccc(-n3nc(C)c(C#N)c3N)cc2)cc1	97	87	77	68	120	72	72	94
Cc1ccc2[nH]c(=O)c(Cc3cc(-c4ccccc4)n[nH]c3=O)cc2c1	101	93	17	70	100	80	90	107
NC(=O)C(O)c1ccccc1 (stereo not drawn)	118	108	102	99	110	112	112	83
O=C(NN1C(=O)/C(=C/C=C/c2ccco2)SC1=S)c1ccccc1	90	103	/	104	101	96	99	96
S=C(NCN1CCCCC1)NCN1CCCCC1	108	107	102	100	93	108	103	87
CSC(N)=NC(c1ccccc1)c1ccccc1	101	85	61	89	72	98	103	101
COc1cc2c(cc1OC)C1(NCC2)C(=O)NC2C=CC=CC21 (stereo not drawn)	104	106	83	94	90	92	94	97
Cc1ccccc1-n1nnc(C(=O)Nc2ccc3cc(CN4CCNCC4)ccc3n2)c1C	92	87	/	57	96	69	72	85
CCOC(=O)/C(=C(\C)N)C1CC(=O)NC1=O (stereo not drawn)	100	97	112	101	107	102	96	101
O=C(Nc1ccccc1)Nc1nc(=O)c2ccccc2c(=O)[nH]1	101	104	89	110	93	95	110	96
COc1ccc(/C=C2/N=C3N(N=C(N=C(N)N)N3c3ccccc3)C2=O)cc1	102	102	96	105	104	98	99	93
Cc1ccc(NC(=O)CN2CCN(c3cc(=O)n(-c4ccccc4)c4ccccc34)CC2)cc1	/	86	70	/	86	71	73	81
COc1ccc(-c2cc(-c3ccccc3)nc(N3CCN(CCNc4ccnc5cc(Cl)ccc45)CC3)n2)cc1	-72*	-71*	-34*	-28*	95	80	4.0*	-16*
CN(CCCCCl)P(=O)(OCc1ccc([N+](=O)[O-])o1)C(F)(F)c1ccc(CC(=O)NC[C@@H](O)/C=C\[C@@H](O)[C@H](CO)Cc2ccccc2)cc1 (stereo partly drawn)	65	95	135	77	97	99	71	85
CCOC(=O)c1cc2c(n1Cc1ccc(OC)cc1)-c1oncc1CCC2	107	122	119	76	109	/	88	101
CC(=O)NC1C(=O)OC(C(O)CO)C1O (stereo not drawn)	103	86	120	105	95	105	113	100
COc1ccc(C2CC(c3ccc(Cl)cc3)=NN2/C=C2\SC(=S)N(NC(=O)Cc3ccccc3Nc3c(Cl)cccc3Cl)C2=O)cc1 (stereo not drawn)	89	66	-2.8*	72	79	62	38	58
Cc1ccc(S(=O)(=O)N2CCc3c([nH]c4ccccc34)C2c2cc(=O)oc3cc(C)ccc23)cc1 (stereo not drawn)	97	91	80	79	88	82	91	82
CCCCCCN1C(=O)C2(NCc3c(nc4c(c(C)nn4-c4ccccc4)c3-c3ccc(Cl)cc3)N2)c2ccccc21 (stereo not drawn)	94	88	65	110	89	95	91	44
COc1ccc(-c2[nH]c3c(c(=O)c2C#N)c(=O)n(C)c(=O)n3C)cc1	107	102	78	70	79	95	76	100
Fc1ccc(CSc2ncnc3nc[nH]c23)cc1	111	106	80	90	94	109	116	93
CN1CCN(c2ccc(-c3c(C#N)c(-c4ccc(Cl)cc4)nc4c3c(-c3ccccc3)nn4-c3ccccc3)cc2)CC1	103	96	94	104	100	98	92	100
Oc1ccc2ccccc2c1N=Nc1nc(-c2ccccc2)cs1	56	27	83	39	37	26	34	48
O=C(N/N=C/c1cccc(S(=O)(=O)O)c1)c1ccncc1	/	101	87	97	97	/	103	93
O=C(CC(=O)C(F)(F)C(F)(F)C(F)(F)F)c1ccco1	108	112	89	100	98	103	98	112
O=S(=O)(NCCCNc1cc(-c2cn(-c3ccccc3)nc2-c2cccc(O)c2)ccn1)c1ccc(F)cc1	39	27	58	21	54	51	19	39
CC(C)c1nc2c(c(=O)n(C)c(=O)n2C)n1C	104	105	/	103	96	95	93	101
O=C1CC(=O)N2CSCN(C(c3ccccc3)c3nc4ncncc4[nH]3)C2=N1 (stereo not drawn)	107	/	112	107	97	94	108	105
Cc1c(C)c(Cl)c(C)c(Cl)c1O	106	101	62	111	98	108	110	101
C=CCc1cc(Cl)ccc1O	93	106	90	124	92	79	/	111
Cc1cc(-c2ccc(N=C=O)c(C)c2)ccc1N=C=O	101	100	103	117	95	105	111	100
COc1ccc(C(=O)CSc2nccc(Nc3ccc(S(=O)(=O)Nc4nccc(C)n4)cc3)n2)cc1	107	109	119	106	113	101	111	106
COc1ccc(-c2nc(N3N=C(c4ccc(F)cc4)CCC3=O)n(C)c(=O)c2C#N)cc1	107	96	72	100	100	107	100	102
O=C(NCCc1ccccc1)c1ccccc1O	101	107	88	100	/	117	112	96
C=C(C)[C@H]1CC2=C(C(=O)OC)C=C(O2)[C@H]2O[C@]2(C)C[C@H]2C=C(CC1=O)C(=O)O2	99	108	88	/	99	104	105	98
N#Cc1ccc(NC(=O)COc2ccc(/C=C3\C(=O)Nc4ccccc43)cc2)cc1	93	83	73	86	99	92	38	95
COC(=O)[C@]12CC[C@@H](C)[C@H](C)[C@@H]1C1=CC[C@@H]3[C@@]4(C)CC(=O)[C@H](O)[C@@]5(C)COC(=C45)C[C@@]3(C)[C@]1(C)CC2	-28*	-66*	-83*	-32*	-75*	-56*	-40*	-60*
O=C(O)C1CCC(C(=O)O)O1 (stereo not drawn)	109	111	/	/	110	100	100	106
O=C(CCCCCCN1CC(=O)N2[C@@H](c3cccc4c3CCO4)c3[nH]c4ccccc4c3C[C@H]2C1=O)NO	107	105	97	109	96	101	102	101
CCOC(=O)c1cc(C(=O)c2cc(OC)c(OC)c(OC)c2)n2c1ccc1c3cccnc3ccc12	8.8*	32	55	62	62	93	63	64
Cc1ccc(Cl)cc1NC(=O)Nc1nc2ccc([N+](=O)[O-])cc2s1	-18*	-34*	-29*	-19*	-68*	-0.8*	3.1*	-26*
Cc1ccc(-c2nc(C(=O)O)c(Sc3ccc(Cl)cc3)o2)cc1	101	93	93	106	90	111	82	93
Cc1cc(N=O)cc(C(C)(C)C)c1O	99	92	73	/	90	95	82	74
Cn1cccc1C(=O)C1C(c2cccc(F)c2)C2CCCN2C12C(=O)Nc1ccc(Cl)cc12 (stereo not drawn)	101	92	71	80	92	84	92	76
CC1OC(C)(c2ccc(Cl)c(O)c2)OC1C (stereo not drawn)	120	103	85	109	113	117	96	99
Cc1nn(-c2ccc(Cl)cc2)c(C)c1N=Nc1ccccc1	77	90	90	94	116	96	85	85
COc1cccc(/C=C/C(=O)c2cccc(Nc3nc(Nc4ccccc4)nc(Nc4ccccc4)n3)c2)c1	91	89	18	-55*	79	79	44	68
CCCCOc1nc2ccccc2cc1-c1cc(-c2ccc(Cl)cc2)nc(-c2ccc(Cl)cc2)c1	104	98	97	/	107	101	108	105
CC1=NN(c2ccc([N+](=O)[O-])cc2)C(=O)C1	115	95	81	109	70	110	66	100
COc1ccc(NC(=O)Nc2ccc(Nc3nc(C)cc(Nc4ccc(C)cc4)n3)cc2)cc1	-97*	-83*	-54*	-46*	-94*	-71*	-7.9*	-83*
CCOC(=O)C1=C(C)NC(SCc2cc(=O)oc3ccc(Cl)cc23)=N[C@@H]1c1cccc2ccccc12	103	100	109	96	74	99	87	88
CCCCC#Cc1c(I)n(C2OC(CO[Si](C)(C)C(C)(C)C)C3OC(C)(C)OC32)c(=O)n(C(=O)c2ccccc2)c1=O (stereo not drawn)	45	79	-38*	-55*	95	75	-7.1*	68
Cc1cc(=O)c2cc3nc(-c4cccnc4)oc3c(Br)c2o1	107	99	92	90	101	99	94	97
Going on with the list:
SMILES	MDA-MB-435	M14	HOP-92	RPMI-8226	HOP-62	EKVX	CCRF-CEM	A549/ATCC
CCCCCCCCCCCCCC(=O)Sc1ccccc1C(=S)S	109	96	106	86	101	106	76	99
COc1ccccc1N1C(=O)CSC1=S	98	101	71	70	112	84	83	93
O=C1NC(c2ccc(Cl)c(Cl)c2)=C/C1=C\c1cccc([N+](=O)[O-])c1	101	114	/	111	94	88	96	101
c1cn2cc(-c3ccc4ncn(C5CCCCC5)c4c3)nc(-c3ccc4ncn(C5CCCCC5)c4c3)c2n1	40	59	/	11	57	69	22	42
CC(C)CCC[C@@H](C)[C@H]1CC[C@H]2[C@@H]3CC=C4c5sc(Nc6cc(C(F)(F)F)cc(C(F)(F)F)c6)nc5CC[C@]4(C)[C@H]3CC[C@]12C	104	99	79	106	82	97	107	92
CC1(C)CC[C@]2(C(=O)Nc3ccccn3)CC[C@]3(C)C(=CC[C@@H]4[C@@]5(C)Cc6c([nH]c7ccccc67)C(C)(C)[C@@H]5CC[C@]43C)[C@@H]2C1	100	100	94	94	112	85	78	100
Cc1cccc(C)[n+]1[O-]	111	98	82	103	96	111	102	85
CC(=O)NCCSC(=O)C(=O)SCCNC(C)=O	106	106	/	102	107	101	119	/
CC(C)C(=O)NCCCCN1CCCCC1	106	106	135	109	106	100	103	97
O=C(Nc1cc2c(cc1Cl)-c1ccc([N+](=O)[O-])cc1/C2=N\O)C(F)(F)F	88	102	58	96	103	72	85	85
CC(=O)C1=C(C)NC(NNc2ccccc2)=NC1c1cccc([N+](=O)[O-])c1 (stereo not drawn)	89	/	85	100	90	82	91	91
CCCC(=O)c1cc(-c2cc(C(=O)CCC)nc(N)n2)nc(N)n1	108	108	99	108	97	97	93	113
CCCCNc1ccc(C(=O)NCCSCCN(CC)CC)cc1	114	103	87	99	97	114	101	97

From PubChem

Random draw from the library; any-hit rate near 13%.
